# HIF activator: HIF pathway transcriptional activation. activation, % at 7.5 µM (by protocol). 0.32% of 300,000 active. U2OS HRE-luciferase reporter, luminescence; normalized: DMSO 0%, desferrioxamine 100%. AID 1910;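 active = mean activation of at least 10% of the iron chelator positive control signal, with at least half of replicates also reaching 10%; inconclusive = mean and replicate majority disagree about reaching 10%; inactive = mean and most replicates under 10%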
# HSP90 inh: blocks HSP90-mediated luciferase refolding in reticulocyte lysate; Rabbit reticulocyte lysate, luciferase refolding luminescence, 3 h; inhibition, % at 5.6 µM; 0.91% of 290,000 active; AID 1789;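 active = inhibition above the screen-wide mean plus 3 SD, computed separately per campaign, cut at about 16% in these data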;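 also: 0% = DMSO wells and 100% = 60 µM geldanamycin wells; inhibitors lower the luminescence because luciferase stays unfolded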
# GSK3A inh: inhibitors of human GSK-3 alpha kinase | P49840 | ADP-Glo luminescence, 60 min | inhibition, % at 10 µM | 0.1% of 320,000 active;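 in the data active = inhibition above about 50%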;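 also: GST-tagged GSK-3 alpha with peptide substrate and 25 µM ATP; 0% = DMSO neutral wells and 100% = GW8510 positive control wells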
# Target sequence (P49840 whole entry, looked up): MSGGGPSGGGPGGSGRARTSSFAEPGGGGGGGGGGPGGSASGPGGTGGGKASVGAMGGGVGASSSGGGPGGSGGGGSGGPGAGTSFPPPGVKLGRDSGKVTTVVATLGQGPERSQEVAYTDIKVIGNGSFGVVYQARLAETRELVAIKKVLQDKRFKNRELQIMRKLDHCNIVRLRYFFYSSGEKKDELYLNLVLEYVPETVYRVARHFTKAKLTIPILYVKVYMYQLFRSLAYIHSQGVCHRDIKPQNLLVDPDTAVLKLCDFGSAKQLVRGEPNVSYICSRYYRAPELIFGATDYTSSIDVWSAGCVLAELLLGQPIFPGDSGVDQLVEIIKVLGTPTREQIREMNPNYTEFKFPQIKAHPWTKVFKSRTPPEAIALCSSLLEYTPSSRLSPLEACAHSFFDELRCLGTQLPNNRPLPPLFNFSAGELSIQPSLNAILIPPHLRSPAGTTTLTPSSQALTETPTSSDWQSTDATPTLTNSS
# GSK3beta inhib: inhibitors of human GSK3beta kinase. 0.038% of 300,000 active. GST-GSK3beta kinase, ADP-Glo luminescence, 60 min; stronger effect = lower value. P49841. activity score (negative = inhibition), % at 10 µM;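 active = more than half of replicate wells score below -50%, meaning over 50% inhibition versus plate controls; inconclusive = some replicates but at most half score below -50%; inactive = no replicate scores below -50%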;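 also: 0% = median DMSO wells and -100% = median GW8510 positive control wells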
# Target sequence (P49841 whole entry, looked up): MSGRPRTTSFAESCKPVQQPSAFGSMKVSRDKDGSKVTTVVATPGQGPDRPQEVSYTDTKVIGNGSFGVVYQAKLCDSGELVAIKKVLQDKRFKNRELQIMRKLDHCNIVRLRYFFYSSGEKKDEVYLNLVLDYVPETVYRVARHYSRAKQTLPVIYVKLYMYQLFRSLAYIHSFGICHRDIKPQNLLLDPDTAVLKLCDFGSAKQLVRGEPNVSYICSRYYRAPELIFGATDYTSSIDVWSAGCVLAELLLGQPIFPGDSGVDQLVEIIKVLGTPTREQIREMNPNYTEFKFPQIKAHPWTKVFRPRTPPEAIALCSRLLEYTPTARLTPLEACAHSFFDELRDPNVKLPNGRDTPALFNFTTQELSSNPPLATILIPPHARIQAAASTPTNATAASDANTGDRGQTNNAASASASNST
#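 Test system: GST-fused GSK3beta enzyme, cell-free | Quantity: 1.6 ng GST-GSK3beta enzyme per well | Reagent: 25 µM ATP with peptide substrate | Schedule: 60 min enzyme reaction, room temperature | Signal: Luminescent ADP-Glo measurement of ADP formed | Read-out basis: Score relative to plate controls | Control set: DMSO and 20 µM GW8510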
# HSF-1 act: increases HSF-1 driven luciferase reporter signal; activation, % at 9 µM; AID 504408; NIH3T3-HGL HSF-1 luciferase reporter, MG132, 8 h; 100% = twice DMSO control signal; 1.7% of 300,000 active;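 active = mean replicate activation of at least 50% with a set share of replicates each reaching 50%; inconclusive = only one of those two conditions met; inactive = mean below 50% and too few replicates reaching it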;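 also: 0% = median of the neutral control wells and 100% = twice that signal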
# KLF5 inhibitor: suppresses KLF5 promoter-driven expression. inhibition, % at 5 µM. DLD-1 KLF5 promoter-luciferase reporter, luminescence. AID 1700. 0.23% of 290,000 active;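 active = inhibition above a per-plate limit of that plate's mean compound inhibition plus 3 SD, cut at about 60% in these data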;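 also: 0% = DMSO wells and 100% = LY294002 at 200 µM; higher means less KLF5 promoter-driven luciferase light; inactives centre near -14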
# AI-2 QS mod: modulators of Vibrio harveyi AI-2 quorum sensing system | Vibrio harveyi JMH597 AI-2 luminescence/OD600 ratio, 9 h; stronger effect = lower value; strain lacks LuxN and CqsS sensors; 0 = neutral-control median | activity change, % at 7.5 µM | 0.4% of 300,000 active | AID 2094; in the data active = activity change below about -75%, passing the limit was not always enough; inconclusive = no clear call, values can overlap the other calls;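 also: luminescence divided by OD600 gain over 9 h not by final OD600 alone; inactives centre near 13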
# IEC-6 tox: IEC-6 cytotoxicity, counter-screen for KLF5 inhibitors. inhibition, % at 5 µM. luminescence viability. 0.78% of 290,000 active; in the data active = inhibition above about 22%;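 also: 0% = plate median of test compound wells and 100% = cytotoxic reference compound wells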
# aSyn UTR inh: 5' untranslated region of α-synuclein, MLPCN primary screen | alpha-synuclein 5'UTR reporter, inhibitor activity | inhibition, % (tested at 7.5 µM) | 0.82% of 300,000 active; in the data active = inhibition above about 60%; inconclusive = no clear call, values can overlap the other calls;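 also: H4 neuroglioblastoma cells stably carrying SNCA 5'UTR luciferase fusion; 0% = DMSO wells and 100% = positive control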
# HSF1 inh: HSF1 inhibition; NIH3T3-HGL HSE-luciferase, MG132-induced, luminescence 8 h; stronger effect = lower value; activity change, negative = inhibition, % at 7.5 µM (by protocol); 0.77% of 300,000 active;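 active = more than half of replicate wells show activity change below -50%, luminescence cut by over half; inconclusive = some wells, but at most half, below -50%; inactive = no replicate well below -50%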;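 also: luciferase reports HSF-1 transcriptional activity via heat shock element; 0% = median of DMSO wells and -100% = zero luminescence signal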
# Numbers without * were called inactive; ? = inconclusive; nt = not tested or not shown.
[1] COc1ccc(CN2C(=O)[C@H]3Cc4c([nH]c5ccccc45)C(C)(C)N3C2=O)cc1
[2] Cc1ccc(SCCNC(=O)CN2C(=O)c3ccccc3S2(=O)=O)cc1
[3] CCOC(=O)c1cnn(-c2c(Cc3ccccc3)c(C)nc3c(-c4ccccc4)c(C)nn23)c1N
[4] COc1ccc(C(C(=O)NC(C)(C)C)N(Cc2ccccc2)C(=O)CCC(=O)Nc2cc(C)on2)cc1 (stereo unspecified)
[5] O=C1c2cccnc2Nc2ccccc2N1CCCF
[6] COc1cccc(C(=O)Nc2ccc(S(=O)(=O)Nc3cc(C)nc(C)n3)cc2)c1

Screen / compound no.	1	2	3	4	5	6
HIF activator	-1.1	-3.2	0.0	-0.3	nt	-0.8
HSP90 inh	nt	5	5	-1	0	7
GSK3A inh	0	0	nt	-2	-4	5
GSK3beta inhib	-1	0	0	0	0	-2
HSF-1 act	-10	-2	16	4	nt	-9
KLF5 inhibitor	nt	-15	-14	-7	-19	-9
AI-2 QS mod	2	-44	7	3	4	-10
IEC-6 tox	nt	-4	1	-5	-6	-2
aSyn UTR inh	14	1	6	16	nt	-19
HSF1 inh	0	0	17	-1	nt	2

[7] COc1ccc(N(C(=O)c2ccc(Br)o2)C2C=CS(=O)(=O)C2)cc1 (stereo unspecified)
[8] CCN(CC(=O)Nc1ccc2c(c1)OCCO2)S(=O)(=O)c1cccs1
[9] COc1ccc(/C(N)=N/OC(=O)c2cc(-c3ccccc3)nc3ccccc23)cc1
[10] c1ccc2c(c1)[nH]c1c(N3CCCC3)ncnc12
[11] O=C(O)c1ccccc1N1C(=O)C2C3c4ccccc4C(Br)(c4ccccc43)C2C1=O (stereo unspecified)
[12] CCN(CC(=O)Nc1c(F)cccc1F)C(=O)C1CC(=O)N(c2ccccc2OC)C1 (stereo unspecified)

Screen / compound no.	7	8	9	10	11	12
HIF activator	-0.2	0.7	-0.1	0.2	1.9	-8.9
HSP90 inh	-1	2	-2	1	1	-1
GSK3A inh	-12	-2	-5	5	-3	0
GSK3beta inhib	-3	-4	1	-1	6	1
HSF-1 act	-1	3	-5	-8	-20	-6
KLF5 inhibitor	1	-14	-4	-1	-2	-8
AI-2 QS mod	22	8	6	24	16	20
IEC-6 tox	-2	4	-8	8	1	-3
aSyn UTR inh	26	-39	-34	-39	16	12
HSF1 inh	-3	-1	3	2	-3	-8

[13] Cc1ccccc1N(CC(=O)N1CCCC1)S(=O)(=O)c1ccc(Cl)cc1
[14] COCCCNC(=S)N(CCCO)Cc1cc2cc3c(cc2[nH]c1=O)OCO3
[15] Cc1ccc(-c2nc(CSCC(=O)N3CCN(c4ccccn4)CC3)c(C)o2)cc1
[16] O=C(NCc1cccs1)c1cc(-c2cccc(Cl)c2)on1
[17] COc1ccc(S(=O)(=O)N2CCN(C(=O)NCc3ccccc3)CC2)cc1
[18] CC(C)(C)n1nnnc1C(c1ccc2ncccc2c1)N1CCSCC1 (stereo unspecified)

Screen / compound no.	13	14	15	16	17	18
HIF activator	-0.1	0.1	0.0	1.4	0.0	-0.6
HSP90 inh	1	9	-2	-4	-1	3
GSK3A inh	0	2	nt	nt	-2	0
GSK3beta inhib	-2	nt	3	1	2	-3
HSF-1 act	-17	36	14	9	-4	-16
KLF5 inhibitor	-20	-9	-18	-12	-9	-4
AI-2 QS mod	-5	nt	-10	13	15	7
IEC-6 tox	-6	6	-1	0	-4	1
aSyn UTR inh	4	3	22	-77	-22	12
HSF1 inh	-4	1	3	7	5	-1

# In another format: entries from further up.
9) COc1ccc(/C(N)=N/OC(=O)c2cc(-c3ccccc3)nc3ccccc23)cc1
- HIF activator: -0.1
- HSP90 inh: -2
- GSK3A inh: -5
- GSK3beta inhib: 1
- HSF-1 act: -5
- KLF5 inhibitor: -4
- AI-2 QS mod: 6
- IEC-6 tox: -8
- aSyn UTR inh: -34
- HSF1 inh: 3

4) COc1ccc(C(C(=O)NC(C)(C)C)N(Cc2ccccc2)C(=O)CCC(=O)Nc2cc(C)on2)cc1 (stereo unspecified)
- HIF activator: -0.3
- HSP90 inh: -1
- GSK3A inh: -2
- GSK3beta inhib: 0
- HSF-1 act: 4
- KLF5 inhibitor: -7
- AI-2 QS mod: 3
- IEC-6 tox: -5
- aSyn UTR inh: 16
- HSF1 inh: -1

# The listing picks up, repeating the four entries before the break.
[15] Cc1ccc(-c2nc(CSCC(=O)N3CCN(c4ccccn4)CC3)c(C)o2)cc1
[16] O=C(NCc1cccs1)c1cc(-c2cccc(Cl)c2)on1
[17] COc1ccc(S(=O)(=O)N2CCN(C(=O)NCc3ccccc3)CC2)cc1
[18] CC(C)(C)n1nnnc1C(c1ccc2ncccc2c1)N1CCSCC1 (stereo unspecified)
[19] CC(=O)NCCn1c(SCC#N)nc2ccccc2c1=O
[20] COc1cccc(C2CC(C(F)(F)F)n3ncc(C(=O)NC(C)(C)C)c3N2)c1 (stereo unspecified)
[21] COc1ccccc1CN1CCCC(N2CCN(c3ccccc3OC)CC2)C1 (stereo unspecified)
[22] CC(NC(=O)OC(C)(C)C)C(=O)Oc1cc2oc(=O)cc(-c3ccccc3)c2cc1Cl (stereo unspecified)
[23] O=C(Nc1cccc(-c2nc3ccccc3[nH]2)c1)c1ccccn1
[24] COc1cccc(C(=O)NC2CCSC2=O)c1 (stereo unspecified)

Screen / compound no.	15	16	17	18	19	20	21	22	23	24
HIF activator	0.0	1.4	0.0	-0.6	-0.3	-0.5	-0.1	-0.2	1.5	0.2
HSP90 inh	-2	-4	-1	3	1	0	-3	3	-2	2
GSK3A inh	nt	nt	-2	0	-2	-1	-2	-1	1	-1
GSK3beta inhib	3	1	2	-3	0	-2	-3	5	0	-1
HSF-1 act	14	9	-4	-16	5	13	-6	-22	-4	2
KLF5 inhibitor	-18	-12	-9	-4	-19	-13	-26	-24	-25	-5
AI-2 QS mod	-10	13	15	7	9	-13	14	-12	8	3
IEC-6 tox	-1	0	-4	1	3	1	1	4	-1	-1
aSyn UTR inh	22	-77	-22	12	15	7	-6	6	-18	-9
HSF1 inh	3	7	5	-1	-5	3	-1	-16	5	-6

[25] COc1ccc(/C=N/Nc2ncnc3sc4c(c23)CCCC4)cc1OC
[26] Cc1ccc(-n2c(-c3cc(-c4ccco4)[nH]n3)n[nH]c2=S)c(Br)c1
[27] COc1ccccc1NC(=O)OC(C)c1ccc(Cl)cc1 (stereo unspecified)
[28] CCOc1ccccc1NS(=O)(=O)c1ccc(OC)c(OC)c1
[29] CC(=O)C1C(c2cccc(F)c2)c2c(n[nH]c2C)CC1(C)O (stereo unspecified)
[30] CC(=O)Oc1ccc2cc(-c3nc4ccccc4n3C)c(=O)oc2c1

Screen / compound no.	25	26	27	28	29	30
HIF activator	10*	0.2	0.2	-0.2	0.7	1.7
HSP90 inh	-1	-1	3	0	-5	-3
GSK3A inh	nt	0	1	nt	0	1
GSK3beta inhib	1	-3	-3	-1	-6	-9
HSF-1 act	7	10	0	-23	4	9
KLF5 inhibitor	1	-40	-7	-14	-12	-109
AI-2 QS mod	26	12	14	16	-4	13
IEC-6 tox	11	-18	5	8	-2	4
aSyn UTR inh	-56	12	7	-4	-14	-226
HSF1 inh	-10	-4	1	-8	-3	10

[31] CCCC(=O)NCCc1cc2c(C)ccc(C)c2[nH]c1=O
[32] O=C(O)COc1ccc2oc3ccccc3c2c1
[33] C[C@@H](C(=O)Nc1ccc2c(c1)OCO2)n1c(=O)[nH]c2ccccc2c1=O
[34] COc1ccccc1-c1cc(C(F)(F)F)nc(N2CCN(c3ccccc3)CC2)n1
[35] CCc1ccc(NC(=O)c2nc(S(=O)(=O)Cc3ccccc3)ncc2Cl)cc1
[36] COc1ccc(CCNC(=O)C(=O)NCCOc2ccccc2Cl)cc1OC

Screen / compound no.	31	32	33	34	35	36
HIF activator	0.0	-0.1	0.2	-0.1	-4.4	-0.4
HSP90 inh	-1	7	5	3	0	8
GSK3A inh	0	-1	5	-1	1	1
GSK3beta inhib	1	2	-2	0	-3	-14
HSF-1 act	11	-4	1	3	-70	-18
KLF5 inhibitor	-8	-10	-5	-11	15	9
AI-2 QS mod	31	12	-10	26	28	13
IEC-6 tox	-3	3	2	-2	88*	4
aSyn UTR inh	24	10	29	-1	91*	35
HSF1 inh	-4	-6	-2	-1	?	-4

[37] O=C(O)c1ccc(NS(=O)(=O)/C=C/c2ccccc2)cc1
[38] O=C(NCCCNc1ccc([N+](=O)[O-])cc1Cl)c1ccccc1F
[39] Nc1nc(-c2ccco2)nn1C(=O)c1cccnc1
[40] COc1ccc(C(=O)N/N=C\c2coc3ccc(Cl)cc3c2=O)cc1
[41] O=C(O)CCCC(=O)Nc1ccc(Br)cc1
[42] CCOCCCN(C)C1CCN(S(=O)(=O)c2csc(C(N)=O)c2)CC1

Screen / compound no.	37	38	39	40	41	42
HIF activator	0.2	-0.4	-0.3	0.3	0.6	0.2
HSP90 inh	-2	-1	2	4	-1	-3
GSK3A inh	5	4	-4	3	-2	3
GSK3beta inhib	-2	0	1	-1	-2	-2
HSF-1 act	-1	-10	-15	-19	9	5
KLF5 inhibitor	-24	-4	-28	-22	-26	-27
AI-2 QS mod	15	21	33	11	36	19
IEC-6 tox	1	-2	-1	-4	0	-5
aSyn UTR inh	5	26	9	2	27	10
HSF1 inh	0	-15	-2	-4	3	0

[43] COc1ccc(-c2csc(-n3ncc(C(=O)O)c3C(F)(F)F)n2)cc1
[44] Cc1ccc(-c2nnn(CC(=O)NC3CCCc4ccccc43)n2)cc1 (stereo unspecified)
[45] Cc1ccc2nc(SCCC#N)nc(C)c2c1
[46] Cc1cccc(NC(=O)Nc2c(C)n(C)n(-c3ccccc3)c2=O)c1C
[47] Cc1cc(O)c(C=Nc2ccc(N3CCOCC3)cc2)c(C)c1Cl
[48] COC(=O)[C@]1(CC(C)C)N[C@H](c2ccc(SC3CCCCC3)c(OC)c2)[C@@H]2C(=O)N(C)C(=O)[C@@H]21

Screen / compound no.	43	44	45	46	47	48
HIF activator	0.4	0.1	-20	-0.6	-0.6	-1.1
HSP90 inh	9	1	-1	-1	-3	nt
GSK3A inh	-1	-2	-2	0	2	-1
GSK3beta inhib	1	-3	2	-5	0	0
HSF-1 act	5	20	8	5	-58	-8
KLF5 inhibitor	-157	-82	-39	-3	5	nt
AI-2 QS mod	-8	19	32	22	22	27
IEC-6 tox	7	3	-4	3	-5	nt
aSyn UTR inh	-76	18	10	0	24	4
HSF1 inh	-1	-5	1	-3	?	2
